Assay outcomes as filed in PubChem BioAssay.
GPR7 antag: antagonists of human GPR7 (neuropeptides B/W receptor 1). P48145. GPR7-expressing cells, fluorescence antagonist assay. inhibition, % at 4.4 µM. hit rate 1.1% among 290,000; in the data active = inhibition above about 16%, passing the limit was not always enough;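 also: cells stimulated with the agonist NPW; 0% = agonist with vehicle and 100% = vehicle without agonist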
PHOSPHO1 block: inhibitors of human PHOSPHO1 phosphatase | recombinant PHOSPHO1, absorbance phosphatase assay | hit rate 1.1% among 290,000 | inhibition, % at 13.3 µM | Q8TCT1; in the data active = inhibition above about 60%
p-CIP stab down: lowers stability of the mouse p/CIP coactivator protein; decrease of EGFP signal, % at 10 µM; hit rate 0.01% among 290,000; Q05BA5; F442A p/CIP-EGFP cells, EGFP fluorescence, 16 h;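 active = EGFP signal decrease of at least 30% at 10 µM or well 3 SD below plate mean, unless failing retest; inactive = the rest, including hits failing retest or dose response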; also: some compounds called inactive have numbers as strong as hits; many of its hits are not listed in these tables
NALP1 inh: inhibitors of NALP1 inflammasome in yeast | S. cerevisiae NALP1/ASC/caspase-1 growth, X-gal OD620, 72 h | hit rate 0.61% among 280,000 | inhibition, % at 10 µM; in the data active = inhibition mostly above about 24%, no sharp cut-off; inactive = mostly below about 32%; also: some compounds called inactive have numbers as strong as hits
PfM18AAP inh: PfM18AAP enzyme inhibition; recombinant PfM18AAP, H-Glu-NHMec fluorogenic cleavage; inhibition, % at 7.35 µM; hit rate 1.2% among 290,000; AID 1822;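 active = inhibition above the campaign mean inhibition over all tested compounds plus 3 SD, cut at about 28% in these data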;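 also: 0% = plate median of test compound wells and 100% = 2 mM ZnCl2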
IDE act: activators of human insulin-degrading enzyme in cells; P14735; HEK cells, FAbeta-B cleavage, fluorescence polarization; 0% vehicle, 100% cell-free pure enzyme wells; activation, % at 5.96 µM; hit rate 0.073% among 340,000;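 active = activation above the mean of all tested compounds plus 3 SD, set per screening campaign, cut at about 17% in these data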
Target sequence (P14735 whole entry, looked up): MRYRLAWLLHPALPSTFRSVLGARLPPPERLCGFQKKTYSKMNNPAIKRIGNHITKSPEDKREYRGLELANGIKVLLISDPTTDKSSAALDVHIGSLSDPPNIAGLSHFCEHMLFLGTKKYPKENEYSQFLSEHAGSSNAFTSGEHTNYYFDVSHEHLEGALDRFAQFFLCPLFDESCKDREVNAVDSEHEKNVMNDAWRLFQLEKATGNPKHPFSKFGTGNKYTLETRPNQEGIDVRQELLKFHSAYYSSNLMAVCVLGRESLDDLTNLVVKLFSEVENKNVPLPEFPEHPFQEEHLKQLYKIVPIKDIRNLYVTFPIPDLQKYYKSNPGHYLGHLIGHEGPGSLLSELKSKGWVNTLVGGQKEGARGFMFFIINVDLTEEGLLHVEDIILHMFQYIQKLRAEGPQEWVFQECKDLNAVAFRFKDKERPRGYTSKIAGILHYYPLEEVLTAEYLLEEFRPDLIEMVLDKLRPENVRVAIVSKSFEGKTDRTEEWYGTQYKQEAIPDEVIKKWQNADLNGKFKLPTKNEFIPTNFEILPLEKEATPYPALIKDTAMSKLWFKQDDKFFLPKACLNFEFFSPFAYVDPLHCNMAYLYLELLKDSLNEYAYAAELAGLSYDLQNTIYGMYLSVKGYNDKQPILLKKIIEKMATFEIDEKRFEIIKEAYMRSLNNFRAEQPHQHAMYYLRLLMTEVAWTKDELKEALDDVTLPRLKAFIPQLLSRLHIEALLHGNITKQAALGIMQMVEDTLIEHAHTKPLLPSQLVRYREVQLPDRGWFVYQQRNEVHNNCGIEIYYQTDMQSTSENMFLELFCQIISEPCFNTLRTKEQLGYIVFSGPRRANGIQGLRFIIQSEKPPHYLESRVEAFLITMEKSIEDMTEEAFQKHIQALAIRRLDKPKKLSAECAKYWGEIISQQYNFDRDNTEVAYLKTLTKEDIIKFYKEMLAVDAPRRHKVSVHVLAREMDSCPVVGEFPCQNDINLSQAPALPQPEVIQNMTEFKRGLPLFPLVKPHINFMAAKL
IMP-1 inh: blocks Pseudomonas aeruginosa IMP-1 metallo-beta-lactamase | purified IMP-1, nitrocefin hydrolysis, epi-absorbance fluorescence | inhibition, % at 5.6 µM | hit rate 0.45% among 290,000 | AID 1556;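 active = inhibition above the mean plus 3 SD of all compounds in the same screening run, cut at about 4.5% in these data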;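 also: 0% = IMP-1 with DMSO and 100% = DMSO wells lacking enzyme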
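System: purified recombinant IMP-1 beta-lactamase. Medium: Zinc- and detergent-supplemented HEPES buffer, pH 7.1. Compound: one 5.6 µM dose […]. Schedule: 15 min preincubation plus 25 min reaction at 25 °C. Technique: Epi-absorbance fluorescence, 480 nm excitation, 530 nm emission.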
VIM-2 inhibitor: blocks Pseudomonas aeruginosa VIM-2 metallo-beta-lactamase; purified VIM-2, nitrocefin hydrolysis, epi-absorbance fluorescence; inhibition, % at 5.6 µM; hit rate 0.89% among 290,000; AID 1527;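 active = inhibition above the mean of all tested compounds plus 3 SD, cutoff set per screening run, cut at about 7.5% in these data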;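 also: red hydrolysis product quenches plate fluorescence so inhibitors raise well fluorescence; 0% = enzyme with DMSO and 100% = DMSO without enzyme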
IDE inh: cellular human IDE inhibition. AID 434962. P14735. hit rate 0.41% among 320,000. inhibition, % at 5.59 µM. HEK cells, FAbetaB cleavage, fluorescence polarization;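 active = percent inhibition above the average of all tested compounds plus 3 SD, set per screening campaign, cut at about 16% in these data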;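 also: IDE supplied by intact live HEK cells; FP after avidin binding of uncleaved biotin substrate so inhibition keeps polarization high; 0% = DMSO wells and 100% = 60 µM reference IDE inhibitor Ii1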
Numbers without * were called inactive; x = not tested or not shown.

NALP1 inh	IDE act	GPR7 antag	IDE inh	VIM-2 inhibitor	IMP-1 inh	p-CIP stab down	PfM18AAP inh	PHOSPHO1 block	Compound
11	3	-12	3	-1.2	-3.0	7	0	x	Cc1ccc(SCC(=O)c2cc(C)c(O)c(C)c2)cc1
8	3	10	x	-0.3	-0.7	-14	-7	32	CCOc1ccccc1N(CC(=O)N1CCCCCC1)S(=O)(=O)c1ccc(C)cc1
x	0	-8	-3	-1.9	5.6*	x	18	x	O=C(O)c1ccc2c(c1)[C@@H]1C=CC[C@@H]1[C@H](c1ccccn1)N2
10	2	-11	0	0.2	-2.2	4	0	47	Cc1ccc(C(=O)c2cc3ccccc3o2)cc1[N+](=O)[O-]
11	-1	-10	10	-3.7	-3.4	1	-1	7	C/C(=N\NC(=O)c1nnn(-c2nonc2N)c1CN(C)c1ccccc1)c1cccc(O)c1
-3	2	-5	4	-0.5	-5.2	-10	7	26	CC(=O)c1ccc(S(=O)(=O)N2CCN(C(=O)C3CCCC3)CC2)cc1
-22	5	-5	0	-3.2	-1.9	-6	-7	20	Cc1ccccc1NS(=O)(=O)c1nnc(NC(=O)c2ccccc2F)s1
11	-1	-2	1	-5.0	-4.2	6	0	42	CCn1c(SCC(=O)Nc2ccccc2F)nnc1-c1ccoc1C
25	-4	-10	-2	-1.9	-1.6	0	0	-34	CC1CCN(c2oc(-c3ccccc3F)nc2C#N)CC1
-18	5	6	4	0.8	-1.7	-3	8	32	COCCNC(=O)CN1CCC(NC(=O)c2ccco2)CC1
1	12	-2	-6	-1.2	14*	-10	-5	59	O=C(CSc1nc2ccsc2c(=O)n1CC1CCC(C(=O)O)CC1)c1ccc(Cl)cc1 (configuration not stated)
x	x	-6	1	-0.1	-4.3	-15	-7	15	O=[N+]([O-])c1cccc(-c2nnc3ccccn23)c1
x	7	-8	2	0.2	-0.5	-9	-1	3	O=C(CC(=O)Nc1nc(C23CC4CC(CC(C4)C2)C3)cs1)NCCO
5	3	5	2	-6.8	-3.8	-8	5	4	CC(C(=O)Nc1ccc(S(=O)(=O)N2CCCC2)cc1)N1CCN(C(=O)c2ccco2)CC1 (configuration not stated)
-21	5	-8	4	0.1	-2.0	-18	-4	-2	CCOc1ccccc1C1N(c2ccc(OC)cc2)C(=O)C2CCCN21 (configuration not stated)
1	0	-7	2	-3.2	-1.9	-5	-8	2	CCCC(Oc1ccc(Br)cc1)c1nc2c3cc(OC)c(OC)cc3nc(=S)n2[nH]1 (configuration not stated)
26	1	-6	3	-2.1	-1.8	5	2	8	CC(C)OP(=O)(c1ccc(N(C)C)cc1)C(Nc1ccccc1)c1cccnc1 (configuration not stated)
11	6	-8	0	-3.8	-4.0	-5	7	46	O=C(NN=C1CCCC1)c1cccc(O)c1
4	4	-19	7	-3.0	-4.1	18	-3	2	CCC(C(=O)NC1CCCC1)N(C(=O)Cn1nnc(-c2ccc(C)o2)n1)c1ccccc1OC (configuration not stated)
20	3	-6	4	-2.3	-3.7	-3	7	-3	Cc1ccc(-c2nc(N3CCOCC3)sc2C(=O)N2CCOCC2)cc1
0	1	-1	9	-0.7	-1.2	6	-3	12	Cc1nc(-c2cc(C#N)c(Sc3cccc(C(F)(F)F)c3)nc2C)cs1
-11	4	10	4	-3.5	-2.3	-7	7	32	O=C(CNCCc1ccc(Cl)cc1)Nc1ccc(C(=O)N2CCCCC2)cc1
9	0	11	-2	-1.2	-2.0	-4	-12	0	CC(=O)NC(CC(=O)O)c1ccccc1 (configuration not stated)
18	-5	-2	4	0.6	-0.6	-1	16	30	NC(=O)c1c(NC(=O)C2CCCO2)sc2c1CCCCC2 (configuration not stated)
8	-1	-12	3	-1.1	0.0	-8	-1	30	Cc1ccc2cc3cc(C(=O)NCCC(C)C)oc3nc2c1
2	-3	-13	-1	0.7	-1.1	2	-7	8	CN1C2=NCCN2C(=O)c2ccccc21
5	6	-9	1	-1.7	-3.4	-17	-1	-6	Cn1c(SCc2nnc(-c3ccc(F)cc3)o2)nnc1C1COc2ccccc2O1 (configuration not stated)
3	-1	0	9	3.8	-1.1	4	3	-1	COc1ccc(-c2nc(N3CCOCC3)nc3n[nH]c(N)c23)cc1
14	0	6	-4	1.8	-1.8	-6	12	74*	COc1cc(-c2nnc(SCc3cc(=O)oc4cc(C)ccc34)o2)cc(OC)c1OC
18	8	6	-3	1.9	-1.1	17	-6	36	CCOc1ncccc1C(=O)Nc1ccc(F)c(F)c1
20	-4	-7	2	27*	0.8	0	6	48	Cc1c(OCC(=O)NC2CC(C)(C)NC(C)(C)C2)ccc2c1oc(=O)c1ccccc12
12	-1	-6	-1	0.2	-3.1	-3	-4	-2	COc1ccc(-n2nc(C(=O)Nc3ccc(OC)c(OC)c3)c3c4ccccc4n(C)c3c2=O)cc1
5	1	-6	4	-4.7	-4.9	-8	-9	15	CCCCc1c(O)nc(SCC(=O)NCCc2ccc(OC)c(OC)c2)[nH]c1=O
9	-9	2	3	-4.5	-3.0	-2	3	-14	Cc1ccccc1OCCCN1C(=O)C(=O)c2cccc(C)c21
5	5	-16	9	1.9	-1.2	-11	6	44	CCOC(=O)N1CCN(c2cc(NCCC(=O)O)c3c4c(onc24)-c2ccccc2C3=O)CC1
16	6	x	-2	x	x	-20	x	-7	CCOC(=O)c1c(NC(=O)c2cccs2)sc2c1CCC2
27	1	-6	4	-1.4	-2.1	0	-7	53	CCN(CCCNC(=O)Cn1ncc2c([nH]c3ccc(C)cc32)c1=O)c1ccccc1
-9	5	-10	-2	-4.7	1.3	7	18	1	O=C(CCc1nnc2ccc(NCc3ccco3)nn12)N1CCN(c2ccccc2F)CC1
2	1	5	2	-0.1	1.9	-6	-3	-72	Cc1ccccc1C(=O)NC(=S)Nc1ccccc1C(F)(F)F
-19	1	-8	4	-3.2	-2.0	-17	0	-3	Fc1cccc(CO/N=C/c2c(-c3ccccc3)nc3ccc(Cl)cn23)c1
-6	-1	-4	0	-3.9	-1.5	8	-4	-13	CCOC(=O)C1CCN(C(=O)Nc2ccc3snnc3c2)CC1
10	4	3	4	-2.1	-1.2	4	0	28	Cc1nc2sccn2c(=O)c1S(=O)(=O)N1CCN(c2ccc(F)cc2)CC1
9	3	8	2	-4.8	-3.9	-3	-4	10	COc1ccc(C(=O)NC(=S)Nc2ccc3oc(=O)ccc3c2)cc1[N+](=O)[O-]
7	-3	0	0	-5.3	-2.1	0	6	24	COc1ccc(C)cc1NC(=O)CCCNC(=O)Cn1cnc2sc(C)c(C)c2c1=O
4	-13	-13	4	-2.7	-2.5	2	-4	8	COc1ccc(OC)c(/C=C2\SC(=S)N(Cc3cccnc3)C2=O)c1
13	-1	-5	-1	-2.7	-4.4	-9	-5	44	COc1cccc(Nc2nc(-c3sc(NC(=O)c4ccccc4)nc3C)cs2)c1
-3	1	-3	1	-0.6	-3.4	-23	3	-4	COc1ccc(C(=O)NC(=S)Nc2ccc3c(c2)Cc2ccccc2-3)cc1
-2	6	-9	8	-7.8	-3.6	-7	-2	17	O=C(c1ccc2c(c1)N(Cc1ccccc1F)C(=O)c1ccccc1S2(=O)=O)N1CCCC1
-4	1	-8	-2	-1.9	-2.1	6	5	-7	COc1cc(=O)[nH]c(SCc2c(F)c(F)c(F)c(F)c2F)n1
3	-1	10	3	-0.3	0.3	-12	5	4	O=C(Nc1ccc(Cl)c(Cl)c1)N1CCSC1c1ccco1 (configuration not stated)
4	1	0	2	-0.7	-2.0	-6	-2	21	Cc1nc2cc(NCc3nc4ccccc4n3Cc3ccccc3)ccc2n1C
5	5	-2	4	-4.5	-3.5	-21	1	-8	O=C(NCc1ccc(F)cc1)C1CCCN1C(=O)NCc1ccccc1 (configuration not stated)
13	-1	-4	2	2.7	-1.6	-3	14	-2	COc1ccc(NC(=S)N(CCCN2CCOCC2)Cc2cn(C)c3ccccc23)cc1OC
-12	0	-4	2	-0.6	-3.4	-1	-3	-3	COc1ccccc1CNC(=O)c1ccccc1NS(C)(=O)=O
37	-1	-4	2	-2.6	-2.3	0	3	25	C/C(=N/NC(=O)CNc1ccc(C)cc1)c1ccc(Cl)cc1
11	1	-2	3	0.2	0.4	1	-8	-26	O=C(CCNS(=O)(=O)c1ccc(Br)s1)NCc1ccc2c(c1)OCO2
2	3	-11	-7	-2.1	-1.1	0	13	28	C#CCOc1c(Br)cc(/C=C2/C(=O)ON=C2C)cc1OC
x	0	2	-4	-4.1	-5.0	-4	5	10	Cc1ccc(NCC(O)C(O)C(O)CO)c(N=Nc2ccccc2)c1C (configuration not stated)
5	4	10	-1	0.8	-0.5	2	-9	28	COc1ccc(OC)c(CCNC(=O)CS(=O)(=O)Cc2nc(-c3ccc(C)cc3)oc2C)c1
8	5	-25	3	-1.6	-4.6	-2	5	39	CCCC(=O)Nc1nnc(/C=C/c2ccccc2)s1

Ordered by value in p-CIP stab down (descending): 4 of the compounds above
NALP1 inh	IDE act	GPR7 antag	IDE inh	VIM-2 inhibitor	IMP-1 inh	p-CIP stab down	PfM18AAP inh	PHOSPHO1 block	Compound
-4	1	-8	-2	-1.9	-2.1	6	5	-7	COc1cc(=O)[nH]c(SCc2c(F)c(F)c(F)c(F)c2F)n1
7	-3	0	0	-5.3	-2.1	0	6	24	COc1ccc(C)cc1NC(=O)CCCNC(=O)Cn1cnc2sc(C)c(C)c2c1=O
9	-9	2	3	-4.5	-3.0	-2	3	-14	Cc1ccccc1OCCCN1C(=O)C(=O)c2cccc(C)c21
16	6	x	-2	x	x	-20	x	-7	CCOC(=O)c1c(NC(=O)c2cccs2)sc2c1CCC2

The results go on.
NALP1 inh	IDE act	GPR7 antag	IDE inh	VIM-2 inhibitor	IMP-1 inh	p-CIP stab down	PfM18AAP inh	PHOSPHO1 block	Compound
12	1	11	x	5.6	-0.1	5	36*	3	Cc1cc2nc3ccc(=[N+](C)C)cc-3sc2cc1N
3	-7	-16	x	-4.0	-3.4	-5	-3	8	C/C(=N/NC(=O)c1ccc(-c2ccccc2)cc1)c1cc(O)cc(O)c1
18	0	3	-1	-3.0	-0.7	1	0	55	Cc1ccc(N=C2N=C(N)c3ccccc32)c(C)c1
12	3	18	2	-1.2	-5.0	-6	2	4	CCN(NC(=O)C(O)(c1ccc(F)cc1)c1ccc(F)cc1)C(=O)c1ccccc1
-4	-1	-12	2	-4.6	-1.4	6	3	51	CCOC(=O)N1CCN(C(=O)c2ccccc2N(Cc2ccccc2)S(=O)(=O)c2ccccc2)CC1
-8	-1	3	3	-5.3	-1.3	1	14	7	COc1nc(NS(=O)(=O)c2ccc(C)cc2)nc(C)c1Cl
-15	5	-15	6	-2.8	-1.8	1	-1	24	O=C(Nc1ccccc1)N(C1=NCCC1)c1ccccc1
34	2	1	3	-1.4	-4.5	5	-2	-15	S=C(NCCc1ccccc1)Nc1ccccc1Cl
-2	-2	-3	3	-4.2	-1.7	-6	-4	23	COc1ccc(S(=O)(=O)NC(C)C(=O)NCC2CCCO2)cc1OC (configuration not stated)
9	-2	10	1	-0.6	-3.5	-12	-7	36	O=C(CSc1ncn(-c2ccccc2)n1)Nc1nccs1
16	2	-7	3	-0.4	0.1	3	-1	0	COc1ccc(Cl)cc1NC(=O)CSc1nnc(Cn2c(=O)sc3ccccc32)n1C
41	5	-14	0	-3.2	-1.3	1	-10	22	COC(=O)c1ccc(N2CCN(S(=O)(=O)c3ccc(Br)cc3)CC2)c([N+](=O)[O-])c1
